Bioassay records from PubChem.
BLM helicase inh: qHTS Assay for Inhibitors of Bloom's syndrome helicase (BLM); RecQ-like DNA helicase BLM (Homo sapiens), P54132; recombinant BLM DNA unwinding, fluorescence dequenching; Potency, µM (titrated, usually from 56.1 µM), without a hit: top-dose activity change, negative = inhibition, hits mostly inhibitors; 350,000 tested, 0.2% active; AID 2528, 2010;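 also: potency is read from the fitted curve at half-maximal effect; plate controls were vehicle for no effect and no enzyme for full effect; nearly all actives have a fitted effect of over 35% in size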
Pol iota inh: qHTS for Inhibitors of Polymerase Iota; DNA polymerase iota (Homo sapiens), Q9UNA4; Pol iota fluorescent replication assay, 10 min; Potency, µM (doses to about 115 µM), inactives show top-dose activity, negative = inhibition, actives largely listed as inhibitors; 390,000 tested, 1% active; AID 588590, 2011; also: potency is read from the fitted curve at half-maximal effect
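Fluorescent replication assay read twice, at 0 min and 10 min after adding 50 nM (final) substrate. Enzyme (10 nM) and compounds were first incubated 15 min at room temperature; enzyme-free buffer wells were negative controls.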
Pol beta inh: qHTS Assay for Inhibitors of DNA Polymerase Beta | AID 485314, 2010 | Pol beta primer extension/strand displacement, fluorescence kinetic | 340,000 tested, 1.3% active | Potency, µM (top dose mostly 114 µM), without a hit: top-dose activity change, negative = inhibition, most hits filed as inhibitors; also: potency is read from the fitted curve at half-maximal effect; % is scaled to controls: 0 for no effect and ±100 for the full control effect
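Values derive from four-parameter Hill fits of normalized kinetic data: reads at 0 and 10 min following addition of 50 nM substrate to 10 nM Pol beta preincubated 15 min with compound.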
PGK inhibitor: qHTS Assay to Find Inhibitors of Phosphoglycerate Kinase | Phosphoglycerate kinase, glycosomal (Trypanosoma brucei brucei), P07378 | PGK/GAPDH coupled, Kinase-Glo luminescence, 60 min | Potency, µM (doses to about 57.5 µM), for the others: top-dose activity change, negative = inhibition, usual class: inhibitors | 380,000 tested, 0.043% active | AID 602233, 2012; also: potency is read from the fitted curve at half-maximal effect; % is scaled to controls: 0 for no effect and ±100 for the full control effect; nearly all actives have a fitted effect of over 60% in size
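Luminescent ATP detection (Kinase-Glo Plus) follows a 60-minute room-temperature incubation, with wells lacking PGK as controls. Buffer: 100 mM TEA (pH 7.6), 5 mM MgCl2, 0.01% Tween-20. Coupling enzyme GAPDH (100 nM final) supplies unstable 1,3-BPG in-well.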
Pol kappa inh: qHTS for Inhibitors of Polymerase Kappa; DNA polymerase kappa (Homo sapiens), Q9UBT6; purified Pol kappa, fluorescent DNA synthesis assay, 10 min; 400,000 tested, 0.53% active; Potency, µM (titrated, usually from 107 µM), for the others: at the highest dose activity, negative = inhibition, most hits filed as inhibitors; also: potency is read from the fitted curve at half-maximal effect; % is scaled to controls: 0 for no effect and ±100 for the full control effect
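Activity was followed as the change in fluorescence between reads at 0 and 10 min after starting the reaction with 50 nM substrate. Beforehand, 10 nM polymerase had been preincubated with compound for 15 min at room temperature.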
APE1 inh: qHTS Assay for Inhibitors of the Human Apurinic/apyrimidinic Endonuclease 1 (APE1). DNA repair nuclease/redox regulator APEX1 (Homo sapiens), P27695. recombinant APE1, TAMRA/BHQ-2 abasic DNA cleavage fluorescence. Potency, µM (highest dose often 65.8 µM), without a hit: at the highest dose activity change, negative = inhibition, usual class: inhibitors. 350,000 tested, 0.35% active. AID 2517, 2012;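 also: potency is read from the fitted curve at half-maximal effect; plate controls were vehicle for no effect and reference inhibitor for full effect; nearly all actives have a fitted effect of over 55% in size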
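Activity was derived from the fluorescence gain between first and third kinetic reads (60 s intervals, ex 525/em 598 nm) after 50 nM THF-abasic TAMRA/BHQ-2 duplex was added to 0.75 nM APE1 preincubated 15 min with compound.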
Anesthetic bind: qHTS Assay for Identification of Novel General Anesthetics. Ferritin light chain (Equus caballus), P02791. apoferritin/1-aminoanthracene competitive binding, fluorescence. Potency, µM (titrated, usually from 77.5 µM), without a hit: top-dose activity change, negative = displacement, most hits filed as inhibitors. 350,000 tested, 0.074% active; also: potency is read from the fitted curve at half-maximal effect; % is scaled to controls: 0 for no effect and ±100 for the full control effect; nearly all actives have a fitted effect of over 20% in size
Target sequence (P02791 2-175 limits assumed): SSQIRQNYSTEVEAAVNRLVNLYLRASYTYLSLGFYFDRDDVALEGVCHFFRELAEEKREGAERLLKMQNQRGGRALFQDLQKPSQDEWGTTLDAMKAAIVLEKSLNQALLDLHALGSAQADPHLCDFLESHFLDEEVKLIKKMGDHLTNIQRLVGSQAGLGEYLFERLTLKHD
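Probe: 1-aminoanthracene (50% saturated, PBS). Protein: horse-spleen apoferritin, 10 uM. Incubation: 10 min, room temperature. Detection: 380 nm excitation, 535 nm emission. Analysis: normalized response, four-parameter Hill.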
RXFP1 antag: qHTS Assay for Antagonists of the Relaxin Receptor RXFP1; 350,000 tested, 0.59% active; AID 1259400, 2018; activity change, negative = inhibition, % at 57.5 µM; HEK293-RXFP1, relaxin-stimulated cAMP HTRF, 30 min; hits give low values;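 active = activity change of -60% or lower, but not beyond a set lower limit; inconclusive = change between -60% and -40%, or beyond the set limit; inactive = change above -40%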; also: % is scaled to controls: 0 for no effect and ±100 for the full control effect
Target sequence (Q9HBX9 whole entry, looked up): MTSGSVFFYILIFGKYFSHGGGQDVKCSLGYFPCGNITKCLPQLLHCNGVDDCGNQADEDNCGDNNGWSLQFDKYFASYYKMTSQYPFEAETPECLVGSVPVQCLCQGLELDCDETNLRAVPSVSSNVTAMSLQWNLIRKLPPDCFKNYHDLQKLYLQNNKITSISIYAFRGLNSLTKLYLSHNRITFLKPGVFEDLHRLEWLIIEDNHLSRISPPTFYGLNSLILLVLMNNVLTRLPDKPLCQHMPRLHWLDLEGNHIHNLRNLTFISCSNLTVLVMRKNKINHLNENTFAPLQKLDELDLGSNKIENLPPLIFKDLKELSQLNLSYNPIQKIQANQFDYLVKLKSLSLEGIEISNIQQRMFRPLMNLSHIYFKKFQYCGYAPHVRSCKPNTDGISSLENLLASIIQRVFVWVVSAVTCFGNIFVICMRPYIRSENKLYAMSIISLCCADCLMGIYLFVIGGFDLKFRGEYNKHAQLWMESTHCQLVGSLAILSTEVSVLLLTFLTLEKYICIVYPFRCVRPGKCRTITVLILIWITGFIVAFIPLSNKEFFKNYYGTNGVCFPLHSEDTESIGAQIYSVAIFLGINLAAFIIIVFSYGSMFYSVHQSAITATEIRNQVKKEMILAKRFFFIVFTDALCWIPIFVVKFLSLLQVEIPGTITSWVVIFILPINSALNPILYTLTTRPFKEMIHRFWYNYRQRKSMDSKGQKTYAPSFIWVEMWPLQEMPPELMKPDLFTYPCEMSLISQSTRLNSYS
POLH inh: qHTS for Inhibitors of Polymerase Eta | 390,000 tested, 1.2% active | AID 588591, 2011 | recombinant Pol eta, fluorescent DNA replication assay | DNA polymerase eta (Homo sapiens), Q9Y253 | Potency, µM (series often up to 114 µM), without a hit: at the highest dose activity change, negative = inhibition, hits mostly inhibitors; also: potency is read from the fitted curve at half-maximal effect; % is scaled to controls: 0 for no effect and ±100 for the full control effect
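Pol eta at 10 nM preincubated with compounds 15 min at room temperature; reaction started with fluorescent substrate (50 nM final) and read kinetically at 0 and 10 min.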
* marks the source's active call; other numbers are inactive results; i = inactive; ? = inconclusive; . = no result given; & = joins results of further samples; [ ] = another dose, or the depositor's remark. Unless noted, calls follow the shape of the dose curve; as a rule, active = well fitted curve in the direction sought with a large enough effect; inconclusive = small, poorly fitted or top-dose-only effect, or another doubt; inactive = no such curve, though single readings can be large; an effect the other way counts as inactive or inconclusive. The list is partial; count on the stated rates, not on these rows.

molecule | BLM helicase inh | Pol iota inh | Pol beta inh | PGK inhibitor | Pol kappa inh | APE1 inh | Anesthetic bind | RXFP1 antag | POLH inh
O=S(=O)(c1ccc(Oc2ccc(Br)cc2F)nc1)N1CCCCC1 | -4% | 5% | ? | i | -6% | -3% | -10% | 1 | -4%
CCN(CC)S(=O)(=O)c1ccc2c(c1)N(CC(=O)NCc1ccccn1)C(=O)CO2 | -2% | 3% | -23% | 0% | -1% | -6% | 2% | 43 | 16%
COc1cc(/C=C/C(=O)OCC(=O)N(CC(C)C)c2c(N)n(Cc3ccccc3)c(=O)[nH]c2=O)ccc1O | . | 15% | . | i | -5% | . | . | -7 | -23%
CC(O)CNc1nc2c(c(=O)n(Cc3ccccc3)c(=O)n2C)n1C (stereo not given) | -5% | 51%[activator] | -21% | -2% | -4% | 19% | 5% | 1 | -4%
CC(=O)NCCCC(=O)NN1C(=S)N(Cc2ccccc2)C(=O)C1CC(=O)Nc1cccc(C)c1 (stereo not given) | -3% | 83%[activator] | -12% | -3% | -5% | -6% | -9% | -6 | -7%
Cc1ccc(-c2nnc(N3CCN(C(=O)c4ccco4)CC3)c3ccccc23)cc1 | 0% | -20%[58.9 µM] | 32% | 1% | -2% | -6% | ? | -8 | 9%
Cc1c(Cl)cccc1-n1ccnc1SCC(=O)O | -1% | 5% | 9% | -2% | -8% | 0% | -9% | -5 | 7%
O=C(Nc1cccc(Cl)c1N1CCCCC1)c1ccc2c(c1)OCCO2 | -4% | 6% | 1% | 11% | 3% | 2% | 36%[activator] | -8 | -19%
CCOc1ccccc1OCC(=O)OCC(=O)c1c(C)[nH]c2ccccc12 | . | 16% | . | 3% | -6% | -10% | . | -8 | -5%
CCc1ccc(OCCCC(=O)NCc2ccccc2)cc1 | -5% | 3% | -1% | i | -7% | 24% | -12% | 9 | -3%
CCCC(=O)NNC(=O)CCC(=O)Nc1ccccc1Cl | 1% | 22% | -9% | -6% | -4% | 1% | -2% | -1 | -4%
Cc1ccc(C(=O)N(C)CC(=O)Nc2ccc(N3CCOCC3)cc2)s1 | . | 1% | . | -2% | 0% | -2% | . | -11 | 7%
Cc1cc(=O)[nH]c2cc(O)ccc12 | 0% | 9% | 2% | -8% | -8% | 1% | 13% | -8 | 2%
OCCCNC(=S)NC1CCCC1 | -5% | 32%[activator] | 3% | -1% | -3% | 1% | -2% | 0 | -17%
COc1ccc(N2CCN(C(=O)CSc3nnc(-c4cc5ccccc5cc4O)n3C)CC2)cc1 | -2% | ? | 0% | -9% | 5% | -4% | -11% | -14 | -18%
CN1C(=O)c2ccccc2N(C)C1c1cccc(O)c1 (stereo not given) | -4% | 47%[activator] | -11% | -2% | 0% | 33% | 148%[activator] | -1 | -17%
CCCOc1c(Br)cc(/C=N/O)cc1OC | -13% | -12% | 24% | -7% | -15% | 8% | -20% | -8 | -13%
O=C(CSc1ccc(Br)cc1)Nc1ccc(N2CCOCC2)cc1 | . | 30%[activator] | . | -2% | -8% | 20% | . | -1 | -23%
CCN1CCN(CC(=O)Nc2cc(C)c(C)cc2[N+](=O)[O-])CC1 | 34%[activator] | 17% | 3% | -10% | -5%[60.1 µM] | -1% | 10% | -8 | -2%
CC(C)Oc1ccc(CN=C(N)N=C(N)N)cc1Cl | 6% | 57%[activator] | 3% | 4% | -2% | 4% | ? | -10 | -9%
Cc1noc(C)c1C(=O)OCC(=O)c1ccc[nH]1 | -3% | 31%[activator] | 1% | -3% | -6% | 11% | -17% | -7 | -17%
N#C/C(C(N)=O)=C1/CCCN1Cc1ccccc1 | . | 11% | . | -7% | -9% | . | . | -9 | 10%
Cc1cccc(C(=O)OCC(=O)c2ccc3c(c2)NC(=O)CO3)c1 | . | ? | . | i | 3% | 11% | . | 3 | -1%
Cc1cc(NC(=O)Cc2ccccc2)cc(-c2nc3ccccc3o2)c1O | -1% | -1% | -7% | i | 5% | . | 21% | . | -9%
Cc1ccc(CNC(=O)c2ccc(CS(=O)(=O)c3ccccc3C)o2)cc1 | -1%&1% | 23%&10% | 2%&2% | -9%&9% | -1%&-5% | -6% | ? | 34 | -8%&-3%
Cc1nn(C)c(Cl)c1CN1CCN(CCC(C)C)C(CCO)C1 (stereo not given) | -4% | 44%[activator] | 14% | -2% | -2% | 15% | 0% | 15 | 25%
COc1ccccc1Oc1ccc2c(c1)C(=O)N(c1ccccc1)C2=O | 3% | -11% | -12% | -1% | -2% | -5% | 21% | -23 | -11%
CC(C)N1CCSC1=S | . | 13% | . | i | -2% | . | . | 2 | -1%
COc1ccc(NC(=O)c2ccc(COCC(F)(F)F)cc2)cc1OC | -4% | 23% | -6% | 3% | -10% | -1% | -10% | 6 | -16%
COCCOC(=O)C1=C(C)NC2=C(C(=O)CC(C)(C)C2)C1c1cccnc1 (stereo not given) | -4% | -1% | 5% | 6% | -5% | -1% | 201%[activator] | -3 | 7%
COc1cc(OC)c2c(-c3cccc(-c4ccc(CO)cc4)c3)cc(=O)oc2c1 | 0%[75.6 µM] | 1% | . | 8% | -13% | 13%&7% | -8%[110 µM] | . | -5%
Cc1ccc(NCc2nnc3n2CCCCC3)c(C)c1 | -2% | -19% | -19% | i | -2% | 0% | -7% | 3 | -3%
CC1=CC(C)C2(CO)COC(c3ccccc3O)C1C2C (stereo not given) | -10% | 13% | 2% | -7% | 0% | -6% | ? | -13 | 6%
COc1ccc(C(=O)COC(=O)c2c(-c3ccccc3)noc2C)c(OC)c1 | . | 1% | . | i | 2% | -18% | . | -5 | -27%
Cn1c[n+](C)cc1/C=N/O | -2% | 13% | 35%[activator] | -2% | -8% | 2% | -13% | -8 | -8%
COc1ccc(CCNC(=O)CCCNC(=O)Cn2cnc3sc(C)c(C)c3c2=O)cc1OC | -5% | 14% | 38% | -3% | -6% | -1% | -7% | 6 | -19%
CCOC(=O)c1c(C)[nH]c(C)c1S(=O)(=O)N1CCN(c2cc(Cl)ccc2C)CC1 | -18% | -18% | -12% | 2% | -16% | . | 6% | -8 | ?
Cc1ccc(-n2nnc(-c3nccs3)n2)cc1 | 3% | 18% | 44% | ? | 5% | ? | ? | . | -19%
COc1ccc(NC(=O)CC2SC(=NCC3CCCO3)NC2=O)cc1 (stereo not given) | -4% | -12% | 11% | i | -11% | 3% | -7% | 3 | -6%
Cc1cccc(OCC(=O)OCC(=O)N(CC(C)C)c2c(N)n(Cc3ccccc3)c(=O)[nH]c2=O)c1C | . | 12% | . | -3% | 0% | 46%[activator] | . | -11 | -15%
Cc1cc(C(=O)Nn2c(-c3ccncc3)nc3ccccc3c2=O)ccc1[N+](=O)[O-] | 0% | -6% | -1% | -8% | 2% | 3% | -9% | -2 | -8%
CCOc1ccccc1N1CCN(C(=O)CNC(=O)c2ccccc2F)CC1 | -5% | 22% | -1% | -6% | -3% | 19% | -1% | -1 | -16%
O=C(COC(=O)c1ccc(O)cc1O)Nc1ccc2ccccc2c1 | . | 18% | . | -9% | -2% | 7% | . | -13 | -22%
Cc1cc(C(=O)COc2ccccc2C(N)=O)c(C)n1C1CC1 | -5% | 29% | 1% | -14% | -27% | 2% | ? | -4 | -12%
COc1ccc(CCN2C(=O)NC(NC(=O)CCc3ccccc3)(C(F)(F)F)C2=O)cc1OC (stereo not given) | -2% | 12% | 1% | 7% | 0% | -7% | -9% | . | -21%
O=C(Nc1cccc2nsnc12)c1ccc2c(c1)OCO2 | -2% | 9% | 1% | 0% | -1% | -4% | -14% | -2 | 3%
c1cncc(-c2nccc(-n3ccnc3)n2)c1 | 3% | . | . | . | -1%[60.1 µM] | 4% | -1% | . | .
O=C(CSc1cccc[n+]1[O-])Nc1c(Br)cc([N+](=O)[O-])cc1Br | -1% | 13% | 2% | 6% | -10% | -1% | -8% | 3 | 0%
